Screening data (PubChem)
MITF TRPM1 inh = inhibitors of MITF-dependent TRPM1 promoter reporter, primary screen, cell-based, SK-MEL-5, single point, luciferase | SK-MEL-5 TRPM1 promoter luciferase, 24 h | inhibition, % at 12.5 µM | hit rate 0.83% among 330,000;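 active means mean inhibition across replicates of 60% or more, whatever share of single replicates reaches that level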; further: values of inactives mirror those of a sister screen read the other way
TRAIL sens C8 = viability loss with TRAIL in NB7+C8 cells, primary screen, TRAIL sensitizer project, cell-based, ATPlite luminescence. inhibition (viability loss, TRAIL sensitization), % at 10 µM. hit rate 1% among 360,000. AID 624354, 2012;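 active means compounds causing at least 50% loss of cell viability in the single-dose screen, relative to plate controls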
Peg3 prom inh = Peg3 promoter-driven luciferase inhibitors, primary screen, cell-based, HeLa, luciferase luminescence; HeLa PEG-Prom luciferase reporter, overnight; inhibition, % at 20 µM; hit rate 1.7% among 360,000; AID 588405, 2011;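 active means inhibition of at least 50% at 20 µM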
NR2E3 ag-1 = NR2E3 agonists in two-hybrid cells, primary screen, cell-based, luminescence, CHO-S, Gal4-NCOR/VP16-NR2E3; Photoreceptor-specific nuclear receptor (Homo sapiens), Q9Y5X4; luciferase; inhibition of corepressor binding, % at 3.98 µM; hit rate 0.35% among 360,000; AID 602229, 2012;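 active means inhibition above the mean of all tested compounds plus 3 SD, cut at about 70% in these data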;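 further: 0% = DMSO with NR2E3 transfected cells and 100% = cells lacking NR2E3 construct; higher means lower luciferase signal from less NR2E3 corepressor binding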
Target sequence (Q9Y5X4 whole entry, looked up, the tested form may be a part): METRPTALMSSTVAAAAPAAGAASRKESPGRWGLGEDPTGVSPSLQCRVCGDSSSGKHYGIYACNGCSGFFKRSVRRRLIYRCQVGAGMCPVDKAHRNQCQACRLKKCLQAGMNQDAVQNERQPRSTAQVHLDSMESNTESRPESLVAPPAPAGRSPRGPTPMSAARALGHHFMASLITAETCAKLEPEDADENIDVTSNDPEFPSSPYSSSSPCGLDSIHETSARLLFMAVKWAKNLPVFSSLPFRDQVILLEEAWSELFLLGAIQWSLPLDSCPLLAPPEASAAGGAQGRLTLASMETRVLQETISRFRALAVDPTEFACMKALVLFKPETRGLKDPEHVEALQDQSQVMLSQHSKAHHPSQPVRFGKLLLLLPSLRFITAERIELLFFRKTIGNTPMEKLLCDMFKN
Shn3 inh set2 = reduction of Shn3 3'UTR firefly luciferase signal, primary screen, Schnurri-3 inhibitor project, cell-based, Clone20 osteoblasts, set 2; inhibition, % at 12.5 µM; hit rate 0.52% among 360,000; Clone20 osteoblast Shn3 3'UTR firefly luciferase, 24 h;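 active means mean inhibition of at least 75% with every replicate also reaching 75%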;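 further: 0% = median of neutral control wells and 100% = pilot-screen positive control compound; some compounds past the cut are filed as inactive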
iPSC survival up = enhancers of single-cell hiPSC survival, primary screen, ATPlite luminescence; 100% = ROCK inhibitor wells, 0% = DMSO; survival enhancement, % at 20 µM; hit rate 0.044% among 360,000; in the data active means survival enhancement above about 18%;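 further: cells exposed to compounds for 16 hours before the ATP read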
NR2E3 ag-2 = inhibitors of NR2E3-RetCOR corepressor binding, primary screen, NR2E3 agonist project, biochemical, TR-FRET, GST-NR2E3, biotin-RetCOR; Photoreceptor-specific nuclear receptor (Homo sapiens), Q9Y5X4; 1536-well; inhibition of corepressor binding, % at 4.78 µM; hit rate 0.12% among 320,000; AID 2300, 2010;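 active means percent inhibition above the cutoff of mean plus 3 SD of all tested compounds, set per screening campaign, cut at about 20% in these data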;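 further: 0% = DMSO wells and 100% = biotin wells as full block of FRET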
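Test system – NR2E3–RetCOR corepressor complex · Quantity – NR2E3 fusion 1.35 nM · Buffer or medium – Tris pH 7.5 · Incubation – Compound–protein incubation for 5 h at 4 °C · Technique – TR-FRET, Eu(K)-anti-GST donor, streptavidin-D2 acceptor, ex 340, em 617/671 nm · Evaluation – percent inhibition of 671/617 nm emission ratio versus biotin and DMSO controls · Plate – 1536-well format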
EBV LMP1 NFkB = EBV LMP1-driven NF-kappaB luciferase reporter inhibitors, primary screen, cell-based, luminescence, single point | LMP1-induced NF-kappaB luciferase reporter cells | inhibition, % at 12.5 µM | hit rate 0.69% among 350,000; in the data active means inhibition above about 41%;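 further: 0% = neutral control wells and 100% = reference inhibitor control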
CF NFkB inh = inhibitors of PAF-induced NF-kB signaling, primary screen, cell-based, GFP fluorescence, uHTS; KKLEB NF-kB-GFP reporter, GFP fluorescence overnight; inhibition, % at 5 µM; hit rate 0.86% among 360,000;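 active means at least 50% inhibition at 5 µM, scaled per plate between neutral and stimulator controls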;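 further: PAF is a Pseudomonas aeruginosa culture filtrate used as stimulus; plate controls were PAF-stimulated DMSO wells for no effect and unstimulated DMSO wells for full effect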
KKLEB cytotox = cytotoxicity in KKLEB CF airway cells, primary screen, cytotoxicity control for CF NF-kB inhibitor project, cell-based, uHTS, fluorescence assay plates. KKLEB CF airway cells viability, ATPlite luminescence, overnight; hits give low values; cells stimulated with P. aeruginosa culture filtrate. activity change (cytotoxicity), % at 5 µM. hit rate 0.36% among 360,000. AID 602141, 2011;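 active means corrected activity change at or below -50% at 5 µM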
HIF-2a inh = HIF-2a reporter inhibitors, primary screen, luminescence, 786-0 RCC cells; 786-0 RCC cells HIF-2a reporter, luciferase luminescence, overnight; inhibition, % at 18.8 µM; AID 624352, 2012; hit rate 0.72% among 360,000;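 active means inhibition of the luminescence signal of 40% or more relative to plate controls, in a single-dose primary screen at 18.75 µM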
Active calls of the source: *. These rows are one share of the data (hit frequency here may not be typical).

What do the screens show for `COc1ccc(-c2cn3c(C)c(C(=O)NCCN4CCOCC4)sc3n2)cc1`?
MITF TRPM1 inh: -5; TRAIL sens C8: -3; Peg3 prom inh: -35; NR2E3 ag-1: -15; Shn3 inh set2: 18; iPSC survival up: 0.8; NR2E3 ag-2: -2; EBV LMP1 NFkB: -5; CF NFkB inh: 2; KKLEB cytotox: -1; HIF-2a inh: -26

How did O=C(C[n+]1cccc(CNC(=O)c2ccc(OC(F)F)cc2)c1)Nc1ccc(SC(F)F)cc1 do in these assays?
MITF TRPM1 inh: 10; TRAIL sens C8: 1; Peg3 prom inh: 9; NR2E3 ag-1: -12; Shn3 inh set2: -5; iPSC survival up: -1.9; NR2E3 ag-2: 0; EBV LMP1 NFkB: 4; CF NFkB inh: -5; KKLEB cytotox: -8; HIF-2a inh: 7

Results for CC(=O)NCCNC(=O)c1ccc(NC2=NC3CS(=O)(=O)CC3S2)cc1 (configuration not stated) ?
MITF TRPM1 inh: 4; TRAIL sens C8: -4; Peg3 prom inh: -3; NR2E3 ag-1: -21; Shn3 inh set2: -13; iPSC survival up: 1.0; NR2E3 ag-2: 2; EBV LMP1 NFkB: 1; CF NFkB inh: 16; KKLEB cytotox: 4; HIF-2a inh: 10

Results for CC(C)c1ccccc1NC(=O)c1ccc2ncsc2c1 ?
MITF TRPM1 inh: 12; TRAIL sens C8: -27; Peg3 prom inh: -20; NR2E3 ag-1: -74; Shn3 inh set2: -26; iPSC survival up: -0.5; NR2E3 ag-2: 2; EBV LMP1 NFkB: 5; CF NFkB inh: 0; KKLEB cytotox: 0; HIF-2a inh: -9

How did c1cc(-c2noc(CC3CCCCC3)n2)ccn1 do in these assays?
MITF TRPM1 inh: -65; TRAIL sens C8: 24; Peg3 prom inh: -66; NR2E3 ag-1: -2; Shn3 inh set2: -8; iPSC survival up: -1.8; NR2E3 ag-2: 4; EBV LMP1 NFkB: -5; CF NFkB inh: 0; KKLEB cytotox: -18; HIF-2a inh: -114

Results for CC1=C(C(=O)Nc2ccc([N+](=O)[O-])cc2)C(c2cccc(C(F)(F)F)c2)NC(=S)N1c1ccccc1 (configuration not stated) ?
MITF TRPM1 inh: 2; TRAIL sens C8: 11; Peg3 prom inh: 88*; NR2E3 ag-1: -26; Shn3 inh set2: 38; iPSC survival up: -1.2; NR2E3 ag-2: 0; EBV LMP1 NFkB: -3; CF NFkB inh: -2; KKLEB cytotox: -18; HIF-2a inh: 56*

Results for CC(=O)N1[C@H](Cc2ccccc2)C=C[C@]1(C)C(=O)NCc1ccccn1 ?
MITF TRPM1 inh: -5; TRAIL sens C8: -7; Peg3 prom inh: 12; NR2E3 ag-1: 9; Shn3 inh set2: 30; iPSC survival up: 6.6; NR2E3 ag-2: 1; EBV LMP1 NFkB: -2; CF NFkB inh: 26; KKLEB cytotox: -8; HIF-2a inh: -16

How did CC(C)CC(OC(=O)c1ccco1)C(=O)NCC1CCCO1 (configuration not stated) do in these assays?
MITF TRPM1 inh: 1; TRAIL sens C8: 5; Peg3 prom inh: 2; NR2E3 ag-1: -7; Shn3 inh set2: -9; iPSC survival up: -3.8; NR2E3 ag-2: 1; EBV LMP1 NFkB: -4; CF NFkB inh: -3; KKLEB cytotox: -3; HIF-2a inh: 15

How did Cc1ccc(/C=N/NC(=O)c2ccncc2)o1 do in these assays?
MITF TRPM1 inh: -6; TRAIL sens C8: -3; Peg3 prom inh: -2; NR2E3 ag-1: -15; Shn3 inh set2: -14; iPSC survival up: 4.6; NR2E3 ag-2: 3; EBV LMP1 NFkB: -8; CF NFkB inh: 8; KKLEB cytotox: 6; HIF-2a inh: 15

Results for Cc1cc(Nc2ccc(Cl)cc2)n(-c2ccccc2)n1 ?
MITF TRPM1 inh: 0; TRAIL sens C8: -6; Peg3 prom inh: 18; NR2E3 ag-1: -5; Shn3 inh set2: 5; iPSC survival up: -2.1; NR2E3 ag-2: 0; EBV LMP1 NFkB: -3; CF NFkB inh: -3; KKLEB cytotox: 2; HIF-2a inh: 14

Results for CCOc1ccccc1CN(CCc1ccc2c(c1)OCO2)Cc1ccccn1 ?
MITF TRPM1 inh: 7; TRAIL sens C8: 10; Peg3 prom inh: 2; NR2E3 ag-1: 4; Shn3 inh set2: 24; iPSC survival up: -2.4; NR2E3 ag-2: -3; EBV LMP1 NFkB: 0; CF NFkB inh: -1; KKLEB cytotox: -17; HIF-2a inh: 10

How did Cc1cccc(OCC(=O)N/N=C/c2ccc(N(C)C)cc2)c1 do in these assays?
MITF TRPM1 inh: 17; TRAIL sens C8: 0; Peg3 prom inh: -2; NR2E3 ag-1: -18; Shn3 inh set2: -20; iPSC survival up: -0.3; NR2E3 ag-2: 4; EBV LMP1 NFkB: -6; CF NFkB inh: -19; KKLEB cytotox: 2; HIF-2a inh: -14

What do the screens show for `CN1C(=O)c2ccccc2N(C)C1c1ccc2c(c1)OCO2` (configuration not stated)?
MITF TRPM1 inh: 9; TRAIL sens C8: -3; Peg3 prom inh: 0; NR2E3 ag-1: -26; Shn3 inh set2: 7; iPSC survival up: -0.9; NR2E3 ag-2: -4; EBV LMP1 NFkB: -1; CF NFkB inh: -7; KKLEB cytotox: 8; HIF-2a inh: 8

Results for COc1ccc(OC)c(NC(=O)Nc2nc(CN(C)C)cs2)c1 ?
TRAIL sens C8: -5; Peg3 prom inh: -18; NR2E3 ag-1: -6; Shn3 inh set2: -26; iPSC survival up: 0.2; CF NFkB inh: 14; KKLEB cytotox: 17; HIF-2a inh: -4

What do the screens show for `O=C(Nc1cccc(-c2cscn2)c1)C1CCN(Cc2ccsc2)CC1`?
MITF TRPM1 inh: -4; TRAIL sens C8: 25; Peg3 prom inh: 5; NR2E3 ag-1: -5; Shn3 inh set2: 6; iPSC survival up: 0.4; NR2E3 ag-2: 2; EBV LMP1 NFkB: 2; CF NFkB inh: 1; KKLEB cytotox: 1; HIF-2a inh: 17

What do the screens show for `C[C@@]12CCC3[C@@](CCC4[C@@]3(C)CCC[C@@]4(C)C(=O)N3CCCCC3)(CC1=O)C2` (some centres not stated)?
MITF TRPM1 inh: -14; TRAIL sens C8: 2; Peg3 prom inh: -4; NR2E3 ag-1: -11; Shn3 inh set2: 0; iPSC survival up: -0.6; NR2E3 ag-2: 4; EBV LMP1 NFkB: 5; CF NFkB inh: 29; KKLEB cytotox: -10; HIF-2a inh: 17

Results for O=[N+]([O-])/C=C/c1ccc2c(ccn2Cc2ccccc2)c1 ?
MITF TRPM1 inh: 70*; TRAIL sens C8: 15; Peg3 prom inh: 107*; NR2E3 ag-1: 25; Shn3 inh set2: 73; iPSC survival up: -0.6; NR2E3 ag-2: 0; EBV LMP1 NFkB: 8; CF NFkB inh: 29; KKLEB cytotox: 0; HIF-2a inh: 93*

What do the screens show for `O=C(Cc1ccccc1F)Nc1ccc(S(=O)(=O)Nc2ncccn2)cc1`?
TRAIL sens C8: -2; Peg3 prom inh: -5; NR2E3 ag-1: -14; Shn3 inh set2: -9; iPSC survival up: -0.7; NR2E3 ag-2: -1; EBV LMP1 NFkB: -51; CF NFkB inh: 17; KKLEB cytotox: -1; HIF-2a inh: 17

How did COc1ccc(-c2c(C)oc3ccc(C)cc23)cc1 do in these assays?
MITF TRPM1 inh: 17; TRAIL sens C8: -1; Peg3 prom inh: 7; NR2E3 ag-1: -14; Shn3 inh set2: 14; iPSC survival up: 3.2; NR2E3 ag-2: 4; EBV LMP1 NFkB: 2; CF NFkB inh: 8; KKLEB cytotox: 10; HIF-2a inh: -9

How did CC(Oc1ccccc1)C(=O)NNS(=O)(=O)c1ccc([N+](=O)[O-])cc1 (configuration not stated) do in these assays?
MITF TRPM1 inh: -2; TRAIL sens C8: -14; Peg3 prom inh: 5; NR2E3 ag-1: -25; Shn3 inh set2: -4; iPSC survival up: -1.6; NR2E3 ag-2: 0; EBV LMP1 NFkB: 1; CF NFkB inh: -6; KKLEB cytotox: -4; HIF-2a inh: 22

How did Cc1ccc(-n2c(O)c(C=NC3CCS(=O)(=O)C3)c3ccccc3c2=O)cc1 (configuration not stated) do in these assays?
MITF TRPM1 inh: 3; TRAIL sens C8: -3; Peg3 prom inh: -16; NR2E3 ag-1: -11; Shn3 inh set2: -27; iPSC survival up: 0.7; NR2E3 ag-2: 0; EBV LMP1 NFkB: 6; CF NFkB inh: -25; KKLEB cytotox: 10; HIF-2a inh: -14

What do the screens show for `Cc1cc(C)n(-c2c(F)c(F)c(COC(=O)c3ccccc3)c(F)c2F)n1`?
MITF TRPM1 inh: -6; TRAIL sens C8: 16; Peg3 prom inh: -8; NR2E3 ag-1: -3; Shn3 inh set2: 0; iPSC survival up: 0.3; NR2E3 ag-2: 0; EBV LMP1 NFkB: -9; CF NFkB inh: 2; KKLEB cytotox: 0; HIF-2a inh: 9

Quoted at random: 2 records from the list.
What do the screens show for `CN1C(=O)c2ccccc2N(C)C1c1ccc2c(c1)OCO2` (configuration not stated)?
MITF TRPM1 inh: 9; TRAIL sens C8: -3; Peg3 prom inh: 0; NR2E3 ag-1: -26; Shn3 inh set2: 7; iPSC survival up: -0.9; NR2E3 ag-2: -4; EBV LMP1 NFkB: -1; CF NFkB inh: -7; KKLEB cytotox: 8; HIF-2a inh: 8

Results for COc1ccc(OC)c(NC(=O)Nc2nc(CN(C)C)cs2)c1 ?
TRAIL sens C8: -5; Peg3 prom inh: -18; NR2E3 ag-1: -6; Shn3 inh set2: -26; iPSC survival up: 0.2; CF NFkB inh: 14; KKLEB cytotox: 17; HIF-2a inh: -4
